DAX1 inh-1 – NR0B1 (DAX1) inhibition | P51843 | HEK293 Gal4-DAX1 luciferase reporter, luminescence | inhibition, % at 6.75 µM | 340,000 compounds, 0.99% hits | AID 504766;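 active = inhibition above the mean over all tested compounds plus 3 SD, cut at about 4.2% in these data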;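 note: 0% = DAX1-transfected cells with DMSO and 100% = empty-vector control cells with DMSO; inhibition shows as a rise in luminescence from relieved DAX1 repression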
Target sequence (P51843 207-470 limits assumed): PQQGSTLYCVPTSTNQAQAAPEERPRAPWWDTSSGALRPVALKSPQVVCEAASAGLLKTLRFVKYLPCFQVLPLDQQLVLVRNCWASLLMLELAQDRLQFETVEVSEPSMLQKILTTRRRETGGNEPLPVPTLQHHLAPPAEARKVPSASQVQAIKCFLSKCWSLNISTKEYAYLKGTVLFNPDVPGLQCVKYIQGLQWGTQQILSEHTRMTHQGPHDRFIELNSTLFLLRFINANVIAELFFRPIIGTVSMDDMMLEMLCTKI
ssDAF12 agonist – activates DAF-12 receptor from parasite S. stercoralis | HEK293 ssDAF-12/GRIP1 lit1-tk-luc reporter, luminescence; % of 3 µM dafachronic acid response | activation, % at 6.8 µM | 370,000 compounds, 1% hits | AID 652126;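 active = activation above the mean over all tested compounds plus 3 SD, cut at about 0.9% in these data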;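 note: 0% = DMSO-only wells and 100% = 3 µM delta7-dafachronic acid wells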
hcDAF-12 act – activators of H. contortus DAF-12 nuclear receptor. activation, % at 6.8 µM. HEK293 hcDAF-12 lit1-tk-luc reporter, luminescence; 0% DMSO, 100% Δ7-dafachronic acid. 370,000 compounds, 1.4% hits;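 active = activation above the mean of all tested compounds plus 3 SD, cut at about 5.5% in these data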;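 note: 100% = response to 3 µM Δ7-dafachronic acid high control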
DAX1 inh-2 – blocks DAX1 repression of SF-1 activated StAR promoter. 370,000 compounds, 1.1% hits. HEK293T StAR-luciferase reporter, SF-1/DAX-1 repression relief. inhibition, % at 6.8 µM. AID 652010;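 active = inhibition above the mean over all tested compounds plus 3 SD, cut at about 3.6% in these data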;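 note: 0% = DAX-1 cells with DMSO and 100% = cells lacking DAX-1 with DMSO; higher inhibition means more luminescence from relief of DAX-1 repression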
PG9 binder – small molecules binding HIV-1 gp120 antibody PG9; TR-FRET gp120-PG9 antibody binding; inhibition, % at 6.7 µM; 360,000 compounds, 0.43% hits; in the data active = inhibition above about 8.5%
SMARCA2 activ – SMARCA2 function activation, primary screen; MG213 cells, MMTV-luciferase reporter, dexamethasone, overnight; activation, % at 9.1 µM; 370,000 compounds, 1% hits; AID 652017; in the data active = activation above about 7.8%;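 note: 0% = vehicle wells and 100% = reference activator wells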
hgDAF-12 ag – activates the H. glycines DAF-12 receptor ligand-binding domain | 370,000 compounds, 1.8% hits | activation, % at 6.8 µM | HEK293 GAL4-hgDAF12 UAS-luciferase reporter, agonist luminescence; normalized to butyrate control;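 active = activation above a cutoff set at the mean of all screened compounds plus 3 SD, cut at about 10% in these data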;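 note: 0% = DMSO wells and 100% = sodium butyrate wells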
GC-A act – GC-A (human) enzyme activation; P16066; HEK293 GC-A cells, cGMP TR-FRET, EC30 ANP; 0% at EC30 ANP, 100% saturating ANP; activation, % at 10 µM; 370,000 compounds, 0.14% hits; AID 1671463; in the data active = activation above about 40%
ADAM17 inh – inhibitors of human ADAM17; recombinant ADAM17, EDANS/DABCYL FRET peptide cleavage; inhibition, % at 6.95 µM; 370,000 compounds, 0.83% hits;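 active = inhibition above the mean of compounds lying between control limits plus 3 SD, set per campaign, cut at about 8.5% in these data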;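 note: 0% = DMSO-only wells as the low control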
ADAM10 inh – inhibitors of human ADAM10; 370,000 compounds, 0.62% hits; inhibition, % at 7 µM; recombinant ADAM10, EDANS/DABCYL FRET peptide cleavage, 3 h;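 active = inhibition above a per-campaign cutoff equal to the mean of compounds falling between control-based bounds plus 3 SD, cut at about 20% in these data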;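 note: 0% = DMSO wells while the 100% control is not disclosed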
Target sequence (O14672 214-748 limits assumed): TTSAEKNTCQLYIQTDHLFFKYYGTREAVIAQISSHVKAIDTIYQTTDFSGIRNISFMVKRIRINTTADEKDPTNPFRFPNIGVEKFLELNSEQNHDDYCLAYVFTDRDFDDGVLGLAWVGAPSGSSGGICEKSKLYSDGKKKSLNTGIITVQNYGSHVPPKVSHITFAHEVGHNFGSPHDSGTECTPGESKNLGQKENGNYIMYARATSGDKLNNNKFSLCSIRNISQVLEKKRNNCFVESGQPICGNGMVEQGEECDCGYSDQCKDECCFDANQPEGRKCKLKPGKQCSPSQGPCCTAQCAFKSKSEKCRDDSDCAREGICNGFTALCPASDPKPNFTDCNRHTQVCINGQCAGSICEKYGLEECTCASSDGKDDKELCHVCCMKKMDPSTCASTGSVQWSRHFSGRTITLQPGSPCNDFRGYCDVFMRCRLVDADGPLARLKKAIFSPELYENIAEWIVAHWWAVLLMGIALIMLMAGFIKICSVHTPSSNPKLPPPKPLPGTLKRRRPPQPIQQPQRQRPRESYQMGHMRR
FXN GAA850 act – increases GAA850 frataxin promoter reporter activity; HEK293 lucGAA850 FXN promoter luciferase reporter, 24 h; percent of 10 µM SAHA response; activation, % at 6 µM; 360,000 compounds, 0.56% hits;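 active = activation above the average of all compounds screened plus 3 SD, cutoff fixed separately per campaign, cut at about 7.5% in these data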;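 note: 0% = DMSO wells and 100% = 10 µM SAHA wells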
Active calls of the source: *; x = no result given.

SMILES	DAX1 inh-1	ssDAF12 agonist	hcDAF-12 act	DAX1 inh-2	PG9 binder	SMARCA2 activ	hgDAF-12 ag	GC-A act	ADAM17 inh	ADAM10 inh	FXN GAA850 act
Cc1cc(C)cc(C(=O)OCCN(C)C2CN(Cc3cn(Cc4cccc(F)c4)nn3)S(=O)(=O)C2)c1 (configuration not stated)	x	-1.5	-2.1	-0.7	x	-3	-1.7	-5	-4	-4	x
CSc1nn(-c2ccc(C(=O)OC(C(=O)NC(N)=O)C(C)C)cc2)c(=S)s1 (configuration not stated)	3.7	-0.9	3.2	0.3	-1.5	3	4.9	-5	-1	-2	1.6
CC(NC(=O)CN1C(=O)NC2(CCCCC2C)C1=O)c1ccccc1 (configuration not stated)	0.8	-1.1	2.1	-0.3	-0.7	1	0.5	-3	-5	-10	1.4
Cc1ccc(CSCC(=O)Nc2ccccc2)cc1	0.4	-0.9	-1.0	-0.3	-0.8	-1	-0.3	5	-4	-5	2.9
NNC(=O)c1cccc(COc2ccccc2Br)c1	-3.2	1.2*	7.2*	3.5	-0.1	2	16*	0	5	24*	3.0
Cc1ccc(NC(=O)Cc2ccc([N+](=O)[O-])cc2)c(Br)c1	-1.0	-0.5	0.2	-0.3	0.1	-2	1.8	0	-1	-5	0.9
CCCCCCCCN1C(=O)N2Cc3cc(F)ccc3C2CS1(=O)=O (configuration not stated)	x	-1.9	-1.0	-0.1	x	-5	1.7	1	1	7	x
COc1ccc(N2C(=O)CCC(C(=O)NCc3ccccn3)C2c2ccc(OC)c(OC)c2)cc1 (configuration not stated)	1.7	-0.3	0.6	-0.2	0.2	-1	2.4	4	-2	-21	0.7
COc1ccc(CC(NC(C)=O)C(=O)NC2CCN(S(=O)(=O)c3ccc(NC(C)=O)cc3)CC2)c(OC)c1 (configuration not stated)	0.1	-0.7	4.1	0.4	-0.1	5	0.7	3	0	3	1.5
O=C(O)CCCNC(=O)OCc1ccccc1	-0.7	-1.5	-0.4	-0.2	-3.1	-1	0.1	0	-1	2	-3.9
Cc1ccc(C(=O)Oc2cc(N)n(S(=O)(=O)c3ccc(F)cc3)n2)cc1	2.7	-0.9	-1.1	0.1	-0.4	-1	0.7	14	2	16	-2.3
CCN1C(=O)[C@@H]2[C@@H](c3ccc(-c4cc(C(C)=O)cs4)cc3)N3CCC[C@@]3(C(=O)OC)[C@@H]2C1=O	0.6	-1.8	-1.2	-0.8	-1.4	-1	-1.4	4	-48	-185	-1.9
CCc1nnc(SCc2cccc(F)c2)nc1CC	-0.1	-1.2	-1.6	-0.2	0.8	1	-1.2	0	-1	-5	0.7
N#Cc1ccccc1OCC(=O)NCC1(N2CCCCC2)CCCCC1	-0.5	1.5*	3.1	0.6	-1.1	3	8.7	-1	-4	7	0.9
CC(C)[C@H](NC(=O)OCc1ccccc1)C(=O)OCC(=O)N1CCN(c2ccccc2)CC1	0.7	-1.0	0.3	0.8	-1.5	-2	-1.4	-3	0	0	1.3
Cc1cc(NC(=O)CO/N=C/c2ccc3c(c2)OCO3)ccc1Br	1.6	-1.6	-0.5	-0.2	-2.8	-2	0.3	0	-3	4	0.7
COc1ccc2c(c1)N1CCN=C1N2C	-0.4	-1.0	0.1	-0.5	-1.5	0	-1.2	5	-3	-6	-1.2
Cc1ccc(Cc2c(-c3cccc(Br)c3)nc3ccc(Cl)cn23)cc1	x	0.0	1.8	1.5	-2.8	2	7.3	5	-6	-19	x
Cc1nn2c(-c3ccncc3)nnc2c2ccccc12	-0.1	-1.3	-2.8	0.2	-0.4	1	0.9	7	-6	-7	4.4
C=CCOC(=O)/C(=C\c1cccc2ccccc12)NC(=O)c1ccccc1	1.2	0.1	2.1	0.0	-0.1	3	7.4	2	0	-1	1.5
CCCC(c1nnnn1Cc1ccc(F)cc1)N1CCN(C)CC1 (configuration not stated)	-0.2	-2.0	-0.3	-0.5	-3.9	3	-2.7	1	-1	5	0.1
CC(NC(=O)COC(=O)Cn1cnc2ccccc2c1=O)C1CC2CCC1C2 (configuration not stated)	-0.6	-1.3	-1.1	0.0	0.8	-3	-2.4	16	-4	-3	0.7
Cn1nc(C(=O)N2CCN(C(c3ccccc3)c3ccccc3)CC2)c2ccccc2c1=O	-0.3	0.0	0.3	-0.4	0.1	-6	3.2	-1	2	11	0.0
CCOc1ccc(S(=O)(=O)N(C)c2ccc(OCC(=O)Nc3ccc4[nH]c(=O)[nH]c4c3)cc2)cc1	-0.3	-0.9	-1.2	-0.5	1.8	0	3.5	-4	-2	0	-1.1
O=C(Cn1cnc2ccccc2c1=O)Nc1ccc(-c2nnc3n2CCCCC3)cc1	-0.7	-1.5	-0.3	-0.3	-0.3	-1	1.1	5	-7	-8	1.0
CCc1cccc(NC(=O)CSC2=NS(=O)(=O)c3ccccc32)c1	-0.3	-0.7	-0.8	-0.1	-1.7	-1	-1.3	1	-2	-5	1.6
COc1ccc(OC)c(-c2nc3cc4ccccc4cc3nc2-c2ccccc2)c1	0.9	-1.0	0.4	-0.3	0.9	-1	2.4	-1	1	1	0.6
Cc1ccc(-n2c(SCC(=O)N/N=C/C=C/c3ccccc3[N+](=O)[O-])nc3ccccc3c2=O)cc1	0.0	-1.7	-3.6	-1.6	-0.6	-3	-2.8	-3	5	12	-0.5
O=C(NCc1ccco1)C1CCCN(S(=O)(=O)c2ccccc2[N+](=O)[O-])C1 (configuration not stated)	x	-0.4	-1.7	0.1	x	2	-2.2	3	1	-5	x
CCN(CCNC(=O)Nc1ccc(Cl)cc1)c1ccccc1	-0.3	-1.4	-1.6	-0.9	-0.7	-3	-2.2	0	9.8*	16	0.6
O=C(OCn1nnc2ccccc2c1=O)c1cc(-c2ccccc2)nc2ccccc12	0.2	-1.8	-0.4	0.1	0.5	0	0.1	-4	-6	-19	0.5
COc1ccccc1/C=N/Nc1cc(C)nc(N2CCOCC2)n1	0.8	-1.8	-0.6	0.2	2.6	1	-0.7	-5	-3	-6	0.8
COc1ccccc1NC(=O)CN1CCN(CC(=O)Nc2ccc(Cl)c(C(F)(F)F)c2)CC1	0.6	-0.8	-1.2	-1.8	-2.2	-3	-1.0	0	2	8	0.6
O=C(COc1ccccc1)NCC(=O)N/N=C/c1ccc(O)cc1O	7.1*	-0.4	2.1	-0.5	-1.4	-2	-1.1	-2	-15	-42	0.1
CCCCc1nnc(NC(=O)CCS(=O)(=O)c2ccc(Cl)cc2)s1	-0.3	-0.4	0.8	0.9	0.5	-1	2.1	0	-4	-10	-1.6
COc1ccc(-c2ccc(CCC(=O)O)n2CC(=O)Nc2ccccc2C)cc1	0.7	-0.8	-0.2	0.1	0.7	-3	-1.2	-8	-91	-231	-0.2
Cc1ccc(Cn2cc(S(=O)(=O)c3ccc(Cl)cc3)c(=O)c3cc(F)ccc32)cc1	-0.6	-1.7	-1.5	-0.3	8.7*	1	-1.2	7	0	5	0.8
C1CCN=C(Nc2nn[nH]n2)CC1	1.3	-0.9	-0.6	0.1	-1.5	-5	2.7	1	-2	-3	0.1
CC1CC2OC(=O)C3(C)CCCC(C)(C23)C1(O)CCc1ccoc1 (configuration not stated)	1.1	-1.4	-2.2	0.3	0.0	-5	0.3	-3	-4	-7	2.9
Cn1c(=O)c2[nH]c(CCNC(=O)c3ccccc3)nc2n(C)c1=O	0.9	-0.7	0.3	0.6	-0.9	-1	1.0	-1	-6	-11	-0.3

Compound profiles, as listed above:
`NNC(=O)c1cccc(COc2ccccc2Br)c1` reads DAX1 inh-1 = -3.2; ssDAF12 agonist = 1.2*; hcDAF-12 act = 7.2*; DAX1 inh-2 = 3.5; PG9 binder = -0.1; SMARCA2 activ = 2; hgDAF-12 ag = 16*; GC-A act = 0; ADAM17 inh = 5; ADAM10 inh = 24*; FXN GAA850 act = 3.0
`C1CCN=C(Nc2nn[nH]n2)CC1` reads DAX1 inh-1 = 1.3; ssDAF12 agonist = -0.9; hcDAF-12 act = -0.6; DAX1 inh-2 = 0.1; PG9 binder = -1.5; SMARCA2 activ = -5; hgDAF-12 ag = 2.7; GC-A act = 1; ADAM17 inh = -2; ADAM10 inh = -3; FXN GAA850 act = 0.1

Continued.
SMILES	DAX1 inh-1	ssDAF12 agonist	hcDAF-12 act	DAX1 inh-2	PG9 binder	SMARCA2 activ	hgDAF-12 ag	GC-A act	ADAM17 inh	ADAM10 inh	FXN GAA850 act
Cc1ccc(OC(C)C(=O)Nc2cc(C)on2)cc1 (configuration not stated)	0.4	-1.2	1.3	0.8	-2.7	1	2.1	1	0	-6	1.0
COc1ccccc1OCCn1cc(/C=N/NC(=O)c2ccncc2)c2ccccc21	-0.2	-0.5	-1.9	-0.5	1.6	-2	-3.0	-2	2	-1	1.6
COc1ccc([C@@H]2CC=C(C(=O)O)[C@H](c3ccc(F)cc3)N2S(=O)(=O)c2ccc(Cl)cc2)cc1	0.0	-0.9	-0.5	0.6	0.7	-1	-0.8	-1	-3	5	2.2
COc1ccc(NC(=O)CCCCC#Cc2ccccc2)cc1	0.7	-1.7	-1.5	-0.1	3.0	0	-2.5	0	-2	11	0.7
Cc1ccc(C(=O)OCC(=O)NCc2ccccc2)s1	1.5	-1.3	-1.5	-0.4	0.0	3	4.2	3	0	3	-0.1
CC(C)=CCC[C@](C)(O[C@@H]1O[C@H](CO[C@@H]2OC[C@@H](O)[C@H](O)[C@H]2O)[C@@H](O)[C@H](O)[C@H]1O)C1CC[C@]2(C)C1[C@H](O)CC1[C@@]3(C)CC[C@H](O[C@@H]4O[C@H](CO)[C@@H](O)[C@H](O)[C@H]4O)C(C)(C)C3CC[C@]12C (some centres not stated)	-0.1	-0.8	0.2	0.4	1.1	1	1.8	5	0	8	0.0
O=[N+]([O-])c1ccc(N2CCCCC2)cc1NCCOc1ccccc1	0.0	-1.4	-0.6	0.2	-1.3	0	-2.9	6	0	-2	3.0
CCCCc1nnc(NC(=O)c2ccccc2OCc2c(C)noc2C)s1	0.2	-1.5	-1.8	-0.3	-1.4	-3	0.7	-27	-8	-22	1.8
Cc1ccc(C(=O)Nc2nc(-c3ccccn3)cs2)s1	-1.2	0.3	-0.7	-4.2	-2.9	-2	-3.9	1	2	-24	0.7
Cc1ccc(C)c(OCc2cc(C(=O)NC(c3ccccn3)C(F)(F)F)no2)c1 (configuration not stated)	0.0	-0.9	-3.1	-1.5	-3.2	-3	0.9	1	6	21*	1.6
COc1ccc(OS(=O)(=O)c2ccc(N3C(=O)CCC3=O)cc2)cc1	0.8	-1.1	-0.4	-0.1	-0.6	0	2.0	0	-1	3	0.5
CCOCC(=O)Nc1cc(S(=O)(=O)N2CCOCC2)ccc1N1CCCCC1	-0.5	-1.8	-0.9	1.0	-0.8	-5	1.1	1	2	13	1.8
CC(C)NC(=O)Nc1n[nH]c(Nc2ccc(Cl)cc2)n1	-0.7	-1.9	-1.6	0.1	0.5	4	0.6	4	2	9	5.8
Cc1cc(NC(=O)Cc2ccsc2)ccc1Br	0.0	-1.1	-2.5	-0.5	0.1	-3	0.2	2	-2	5	5.5
COc1cccc(N2C(=O)CC(N3CCc4ccccc4C3)C2=O)c1 (configuration not stated)	-1.1	-1.7	-1.7	-0.1	-3.7	-4	-0.7	6	-1	-5	1.9
O=C(Nc1cccc(S(=O)(=O)N2CCCCC2)c1)c1cc(=O)[nH]c2ccccc12	-1.3	-0.4	-2.8	-0.5	-1.5	-4	-0.1	-1	-9	-44	0.8
Cn1nnnc1SCC(=O)N1N=C(c2cccs2)CC1c1cccs1 (configuration not stated)	-0.7	-1.3	-1.7	1.1	-1.2	-3	1.0	-4	-5	-20	1.0

Source: PubChem (several laboratories)
